PLAP inhibitors HTS: inhibition of human placental alkaline phosphatase – biochemical, luminescence, HTS (AID 690); purified PLAP, luminescent substrate; higher % means a stronger effect; actives 0.08% (n = 96,000); inhibition, % at 20 µM; hits with a dose series show IC50 in µM; in the data active = a potency from the dose series; inactive = the rest, 99 in 100 with inhibition below about 30%; note: strong numbers were not always called active
Bcl-B TR3 displacers: displacers of TR3 peptide from Bcl-B, primary screen, selectivity assay for Bfl-1 inhibitor project, biochemical, fluorescence polarization; FP displacement of FITC-TR3 peptide from Bcl-B; higher % means a stronger effect; displacement, % at 20 µM, or IC50 in µM where a hit was titrated; actives 0.11% (n = 96,000); AID 748;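 active = displacement above 50% at 20 µM plus a fluorescence interference ratio under 1.5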;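 note: plate controls were wells without compound for no effect and wells lacking Bcl-B protein for full effect; a part of the inactive calls stands beside numbers as strong as those of hits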
MRP reversal: MRP-mediated drug resistance reversal; H69AR cells + 2 uM doxorubicin, CellTiter-Glo, 72 h; differential viability (reversal), % at 10 µM; actives 0.04% (n = 85,000); AID 602;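 active = viability drop by adding the cancer drug above about 55%, with treated viability meeting a 40% cutoff, limit read from the data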;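 note: viability without doxorubicin minus viability with 2 µM doxorubicin for each compound; larger differential means the compound sensitizes cells more to doxorubicin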
NFkB transloc inh: blocks IL-1B driven NFkB nuclear translocation in HUVEC cells. HUVEC IL-1B NFkB p65 nuclear translocation imaging. inhibition, % at 2 µM. actives 0.43% (n = 94,000);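 active = inhibition above about 30% together with a positive call from visual inspection of the well image, limit read from the data; inconclusive = inhibition above a set limit but visual check negative; inactive = inhibition not above a set limit, visual check negative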;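 note: nuclear over cytoplasmic p65 intensity ratio measured by imaging; 0% = IL-1B stimulated DMSO wells and 100% = unstimulated DMSO wells; values of inactives mirror those of a sister screen read the other way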
IL1B NFkB pot: enhances IL-1B driven NFkB nuclear translocation; HUVEC IL-1B NFkB p65 nuclear translocation imaging; activation, % at 2 µM; actives 0.3% (n = 94,000);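 active = activation above 40%, about the mean plus 3 SD, also judged a hit on visual image review; inconclusive = activation above 40% but not a hit on visual review; inactive = activation not above 40% and no visual hit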;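 note: percent activation is computed from the nuclear over cytoplasmic p65 intensity ratio; values of inactives mirror those of a sister screen read the other way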
MRP reversal cytotoxicity: further read-out of MRP reversal, marked with its call; viability, %; H69AR cells, CellTiter-Glo, 72 h; measured here: cytotoxicity without doxorubicin
MRP reversal with doxorubicin: further read-out of MRP reversal, marked with its call; viability, %; measured here: viability with 2 uM doxorubicin; active compounds read low
NFkB transloc inh cell count 2 µM: further read-out of NFkB transloc inh, marked with its call; cell count; measured here: cells passing quality filter;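 raw number of nuclei counted in each imaged well without normalization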
IL1B NFkB pot cell count 2 µM: further read-out of IL1B NFkB pot, marked with its call; cell count; measured here: cells passing quality filter
Active calls of the source: *; ? = inconclusive; nt = not tested or not shown. Not all compounds are listed. The share of hits here may be higher or lower than overall.

SMILES	PLAP inhibitors HTS	Bcl-B TR3 displacers	MRP reversal	MRP reversal cytotoxicity	MRP reversal with doxorubicin	NFkB transloc inh	NFkB transloc inh cell count 2 µM	IL1B NFkB pot	IL1B NFkB pot cell count 2 µM
O=C(C1CCN(c2nnnn2-c2ccccc2)CC1)N1CCN(c2ccccc2)CC1	12%	-15%	-11	58	69	8	161	-8	161
Brc1cccc(C2CC(c3ccccc3)n3nnnc3N2)c1 (centres undefined)	-4%	10%	-6	83	89	-8	92	10	92
CCN1C(=O)/C(=C2\C=Cc3cc(C)ccc3N2CC)OC1=S	nt	nt	3	90	87	6	105	-6	105
O=S1(=O)CC(O)C(NCc2ccco2)C1 (centres undefined)	1%	-8%	-3	95	99	-14	190	14	190
COc1ccc(-c2nc(N)ncc2-c2csc(C)n2)c(O)c1	-19%	-3%	10	94	83	4	92	-4	92
Cc1cc(NC(=O)C(=O)NCCN2CCN(C(=O)c3cccs3)CC2)ccc1Br	nt	nt	2	48	46	27	109	-27	109
CN(C)c1nc(N)nc(-c2nc3ccccc3s2)n1	2%	0%	-12	73	85	14	122	-14	122
Cc1ccccc1Cn1cc(NC(=O)c2cc(-c3cccs3)on2)cn1	5%	-1%	10	52	42	-16	143	16	143
O=C(Cn1cccc1C(=O)c1ccccc1)NCc1ccco1	2%	-13%	14	77	63	-15	125	15	125
CCC(C)NC(=O)CN(C)S(=O)(=O)c1ccc2c(c1)c(=O)n(C)c(=O)n2C (centres undefined)	2%	15%	-2	87	90	0	173	0	173
CCCc1oc2c(c(=O)c1CC)C(=O)CC(C)(C)C2	-2%	2%	10	99	88	8	130	-8	130
COc1ccc(S(=O)(=O)NCC(=O)N(CC(=O)NCC2CCCO2)c2c(C)cccc2C)cc1 (centres undefined)	-58%	1%	9	91	82	-11	98	11	98
COc1cccc2cc(C(C)N(CCCN3CCOCC3)C(=O)Nc3ccc(Cl)cc3)oc12 (centres undefined)	-55%	2%	-27	32	59	5	106	-5	106
Cc1ccc(-n2nnc3c(=O)n(CC(=O)N4CCCC4)cnc32)cc1	4%	2%	15	91	76	nt	nt	nt	nt
CN(CC(=O)NCc1cccnc1)S(=O)(=O)c1ccc2c(c1)c(=O)n(C)c(=O)n2C	-3%	28%	-2	96	98	5	178	-5	178
O=C(CSc1ncn(-c2ccccc2)n1)Nc1nc2ccccc2s1	4%	-7%	-7	65	72	4	156	-4	156
CC(=O)NC1CC2CCCC(C1)N2CC(=O)Nc1ccccc1 (centres undefined)	-15%	-6%	nt	nt	nt	-14	139	14	139
CCCC(=O)c1cc(F)c(N2CCN(C(=O)OCC)CC2)cc1C	6%	4%	3	93	90	0	192	0	192
CCOc1ccc(S(=O)(=O)N(CC(=O)O)c2ccccc2)cc1	-12%	-4%	9	102	93	-3	140	3	140
COc1cccc(OCC(=O)Nc2ccccc2C(N)=O)c1	1%	8%	-2	86	88	0	62	0	62
COc1ccc(NC(=O)c2c(F)c(F)c(F)c(F)c2F)cc1Cl	-13%	-9%	15	77	62	?	nt	-43	108
O=C(NCc1cccnc1)c1cn(-c2ccccc2)nc1-c1cccs1	-56%	-5%	-32	10	42	-8	101	8	101
O=C(/C=C/c1ccc2c(c1)OCO2)NCCSCc1ccc(Cl)cc1Cl	7%	-5%	nt	nt	nt	11	126	-11	126
Cc1ccc(NCCNc2ccc(C)cc2)cc1	25%	8%	15	101	86	-4	70	4	70
Cc1cccc(NC(=O)CSc2nnc(-c3ccncc3)n2C)c1	1%	2%	7	102	95	6	138	-5	138
NNC(=O)COc1cccc2cccnc12	nt	nt	-2	101	102	-14	82	14	82
CCCOc1ccc(N2C(=O)CC(N(CCc3ccc(S(N)(=O)=O)cc3)C(C)=O)C2=O)cc1 (centres undefined)	-12%	14%	1	93	92	4	160	-4	160
Cc1noc(C)c1COc1cccc(C(=O)Nc2ccc(OCc3ccccc3)cc2)c1	8%	-15%	3	66	64	2	149	-2	149
COc1cc(-c2nc(-c3ccc(NC(=O)c4ccc5c(c4)OCO5)cc3)no2)cc(OC)c1OC	-2%	-30%	-6	13	18	15	123	-15	123
CCCOc1ccc(N2C(=O)CC(N3CCC(C(=O)OCC)CC3)C2=O)cc1 (centres undefined)	-80%	4%	-5	94	99	nt	nt	nt	nt
COc1ccc(OCc2nc(N)nc(Nc3cccc(C)c3C)n2)cc1	21%	5%	nt	nt	nt	2	162	-2	162
Cc1ccc(S(=O)(=O)Nc2nc3ccccc3nc2NCc2ccco2)cc1	-25%	0%	-14	36	50	-6	146	6	146
CC1Cc2ccccc2N1C(=O)c1cc2sccc2n1Cc1ccccc1 (centres undefined)	0%	-6%	-4	90	95	-3	145	3	145
Cc1cccc(C(=O)Nc2ncc(CN3CCOCC3)s2)c1	-10%	-5%	14	113	98	-5	104	5	104
CCOCCCNC(=O)C(c1ccc(C)cc1)N(Cc1ccc2c(c1)OCO2)C(=O)CNC(C)=O (centres undefined)	nt	nt	4	94	90	-13	165	13	165
O=C(Nc1ccccc1)O/N=C(\c1ccccc1)c1ccccn1	-8%	-7%	nt	nt	nt	-24	179	24	179
O=C(OCCCC(=O)N1CCOCC1)c1ccccc1	3%	-10%	-9	89	98	1	148	-1	148
O=C(O)c1cc2c(o1)CCC/C2=N\O	11%	-4%	nt	nt	nt	-9	160	9	160
NC(=O)c1ccc(-n2nnnc2SCc2ccccc2)cc1	-9%	-6%	8	97	88	2	110	-1	110
CCC(C)OC(=O)c1[nH]c2c(c1C)C(=O)CC(c1ccc(N(C)C)cc1)C2 (centres undefined)	-9%	-7%	-7	76	82	nt	nt	nt	nt
COC(=O)C1=C(CSc2nncn2C)NC(=O)NC1c1cc(C)ccc1C (centres undefined)	-10%	-1%	2	97	95	0	125	-1	125
Cc1ccc(CNC(=O)CSc2c3c(nc4ccc(Cl)cc24)CCCC3)o1	-34%	3%	-8	15	24	7	90	-7	90
O=S(=O)(NCCc1cn2ccccc2n1)c1cccs1	-68%	-2%	3	107	103	-1	71	1	71
Cc1cc2oc(C(=O)N(Cc3ccco3)C3CCS(=O)(=O)C3)cc(=O)c2cc1Cl (centres undefined)	-47%	-4%	nt	nt	nt	3	201	-3	201
Cn1c(=O)c2c(-c3ccccc3F)c3c(nc2n(C)c1=O)-c1ccccc1C3O (centres undefined)	nt	nt	-16	85	102	-16	154	16	154
O=C(N/N=C/c1cccnc1)c1ccc([N+](=O)[O-])cc1Cl	4%	12%	nt	nt	nt	-15	137	15	137
COc1cc(OC)c(NC(=O)CS(=O)(=O)Cc2nc(-c3ccc(C)cc3)oc2C)cc1Cl	-22%	4%	7	96	89	1	177	-1	177
COC(=O)c1ccccc1NC(=O)c1c(Br)cnn1C	-2%	-6%	3	77	74	-13	154	13	154
COc1ccc(S(=O)(=O)N2CCC(C(=O)Nc3nnc(CCN4CCCCC4)s3)CC2)cc1	-60%	-2%	10	101	91	-5	168	5	168
Cn1c(C(C#N)/C(=N\S(=O)(=O)c2cccs2)c2ccccc2)nc2ccccc21 (centres undefined)	-31%	6%	17	88	71	-7	165	7	165
c1ccc(Nc2cccc(Nc3ccccc3)n2)cc1	65µM*	-23%	28	96	69	9	157	-9	157
COc1cc(C(=O)NCCc2nc3ccccc3n2C)cc(OC)c1OC	nt	nt	-5	83	88	14	79	-14	79
Cn1c(=O)n(-c2ccccc2)c(=O)c2c3c(sc21)COC(C)(C)C3	-10%	-1%	-6	83	89	nt	nt	nt	nt
CCNC(=O)CC1C(=O)N(c2ccc(OC)cc2)C(=O)N1Cc1ccc(OC)cc1 (centres undefined)	7%	-3%	0	97	97	-21	169	21	169
CCOc1ccc(C(=O)NCC2CCCO2)cc1 (centres undefined)	16%	-2%	-7	91	98	-56	146	56*	146*
O=C(CN1CCN(C(=O)c2ccccc2F)CC1)Nc1ccc(Br)cc1	-26%	2%	-11	83	94	4	119	-4	119
CCOC(=O)CNc1c(-c2ccc(F)cc2)nc2cnccn12	-34%	47%	4	101	97	nt	nt	nt	nt
c1ccc(N2CCN(c3nc4ccccc4n4nnnc34)CC2)cc1	0%	58%	-19	76	95	nt	nt	nt	nt
CNc1nc(-c2ccccc2)nnc1C(F)(F)F	4%	-2%	nt	nt	nt	-14	183	14	183
Cc1cc(Nc2nc3c(c(=O)n(C)c(=O)n3C)n2C)n(-c2ccc(Cl)cc2)n1	-26%	-15%	-12	79	90	nt	nt	nt	nt

2 entries picked at random from those above, as already listed:
SMILES	PLAP inhibitors HTS	Bcl-B TR3 displacers	MRP reversal	MRP reversal cytotoxicity	MRP reversal with doxorubicin	NFkB transloc inh	NFkB transloc inh cell count 2 µM	IL1B NFkB pot	IL1B NFkB pot cell count 2 µM
CCC(C)OC(=O)c1[nH]c2c(c1C)C(=O)CC(c1ccc(N(C)C)cc1)C2 (centres undefined)	-9%	-7%	-7	76	82	nt	nt	nt	nt
COc1ccc(OCc2nc(N)nc(Nc3cccc(C)c3C)n2)cc1	21%	5%	nt	nt	nt	2	162	-2	162

Additional records:
SMILES	PLAP inhibitors HTS	Bcl-B TR3 displacers	MRP reversal	MRP reversal cytotoxicity	MRP reversal with doxorubicin	NFkB transloc inh	NFkB transloc inh cell count 2 µM	IL1B NFkB pot	IL1B NFkB pot cell count 2 µM
COc1ccc(-c2ccc3c(N)c(C(=O)c4ccc(OC)c(OC)c4)sc3n2)cc1	-22%	-88%	nt	nt	nt	6	183	-6	183
Cn1c(SCC(=O)c2ccc3c(c2)OCO3)nnc1C1COc2ccccc2O1 (centres undefined)	-42%	0%	11	59	48	-14	158	13	158
O=C1CCC(=O)N1CNc1cccnc1	13%	18%	-5	97	102	nt	nt	nt	nt
Cc1csc(NC(=O)Nc2ccc(Cl)cc2)n1	-3%	2%	4	100	96	nt	nt	nt	nt
Cc1cc(C)nc(/N=C/c2c(O)n(C)c(=O)n(C)c2=O)n1	12%	7%	7	97	91	nt	nt	nt	nt
COc1ccc(OC)c(-c2nnc(SCC(=O)N3CCOCC3)o2)c1	-32%	-2%	18	88	70	2	152	-2	152
COc1ccc(NC(=O)C2c3cc(OC)c(OC)cc3C(=O)N(C)C2c2cccnc2)cc1OC (centres undefined)	-15%	0%	-3	97	99	7	139	-7	139
CCN1C(=O)C(CC(=O)NC2CCCCC2)N(CC)C1=O (centres undefined)	-8%	9%	14	113	99	-10	182	10	182
Cc1nn(-c2ccccc2)c2sc(C(=O)N(CC(=O)NC3CCCC3)Cc3ccco3)cc12	-10%	-7%	-27	26	53	9	182	-9	182
O=C(CCSc1nc(-c2ccc3c(c2)OCO3)cc(C(F)(F)F)n1)NCc1ccco1	5%	0%	-13	33	46	-2	68	2	68
CSCC[C@H](NC(=O)Nc1cccc(C(F)(F)F)c1)C(=O)O	-21%	2%	-2	92	95	-1	128	1	128
CCOC(=O)C1C2C=CC3(CN(Cc4cccs4)C(=O)C13)O2 (centres undefined)	16%	-4%	-4	81	85	nt	nt	nt	nt
COC(=O)Nc1ccc(S(=O)(=O)Nc2ccc(O)cc2)cc1	nt	nt	60*	99*	39*	3	56	-3	56
O=[N+]([O-])c1cc(S(=O)(=O)Nc2cccc(C(F)(F)F)c2)ccc1-n1nnc2ccccc21	-64%	11%	nt	nt	nt	16	157	-16	157
CCOP(=O)(c1ccccc1)C1(C#N)CCCC1 (centres undefined)	14%	-15%	-1	92	93	2	141	-2	141
CNC(=O)CN1C(=O)C2C3C=CC(C3)C2C1=O (centres undefined)	-7%	-1%	4	111	106	8	82	-8	82
COC(=O)CN1C(=S)N(c2ccc(Cl)cc2)C(=O)C1CC(=O)Nc1ccc(Cl)cc1 (centres undefined)	nt	-10%	nt	nt	nt	6	86	-5	86
Cc1cc(Cl)ccc1Oc1cccc(C(=O)/C(C#N)=C/N(C)C)c1	-34%	-2%	-5	90	94	-11	171	11	171

Assay outcomes (PubChem BioAssay)
